HT1080-NT tox = kills 2HG-producing HT-1080-NT fibrosarcoma cells; Potency, µM (doses to about 46.1 µM), inactives show at the top dose activity, negative = less viability, hits mostly cytotoxic; HT-1080-NT fibrosarcoma viability, CellTiter-Glo ATP luminescence, 48 h; actives 1.6% (n = 360,000);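 further: NT is the 2HG producing partner of a matched IDH1 knockdown line; potency means the concentration at half of the fitted maximal effect; 0% = DMSO-treated cells and -100% = media-only wells without cells; nearly all actives have a fitted effect of over 55% in size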
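Viability by CellTiter-Glo luminescence after 48 h compound exposure at 37C of HT-1080-NT cells (750/well, RPMI, 5% FBS). % activity scaled between DMSO wells and medium-only wells, then curve-fitted and categorized by curve class.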
HT1080 IDH1KD tx = HT-1080 IDH1 knockdown cell toxicity (counter line); HT-1080 IDH1 knockdown viability, ATP luminescence, 48 h; Potency, µM (highest dose often 46.1 µM), without a hit: at the top dose activity, negative = toxicity, hits mostly cytotoxic; actives 2% (n = 360,000);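 further: potency means the concentration at half of the fitted maximal effect; 0% = DMSO wells and -100% = cell-free medium wells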
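CellTiter-Glo luminescence after 48 h compound exposure at 37 degrees C of IDH1-knockdown HT-1080 cells in 5% FBS RPMI. %Activity scaled between DMSO wells and cell-free media wells, with curves fitted and assigned curve classes.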
DRD3 antagonist = blocks the human D3 dopamine receptor. actives 2.5% (n = 360,000). AID 652054. P35462. max response, negative = inhibition, %. D3R cells, DiscoveRx beta-arrestin luminescence, antagonist mode; hits give low values; in the data active means max response below about -50%; inconclusive means no clear call, values can overlap the other calls; further: on the % scale 0 is the no-effect control and ±100 the full control effect; mostly tested at two doses, the higher about 12 µM
Target sequence (P35462 whole entry, looked up): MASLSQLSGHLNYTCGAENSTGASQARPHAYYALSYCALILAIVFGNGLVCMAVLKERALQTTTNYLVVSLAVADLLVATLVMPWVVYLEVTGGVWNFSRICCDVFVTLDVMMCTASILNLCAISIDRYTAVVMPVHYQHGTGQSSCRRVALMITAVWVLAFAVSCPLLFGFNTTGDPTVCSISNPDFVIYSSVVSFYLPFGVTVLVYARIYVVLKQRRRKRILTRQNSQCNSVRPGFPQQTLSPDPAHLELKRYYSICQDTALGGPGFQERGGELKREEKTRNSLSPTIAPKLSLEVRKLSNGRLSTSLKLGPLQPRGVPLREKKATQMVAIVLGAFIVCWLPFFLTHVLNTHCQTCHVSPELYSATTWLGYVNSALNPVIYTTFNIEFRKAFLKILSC
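Cells expressing the human receptor were seeded at 1500 cells/well, incubated overnight at 37 degrees C in 5% CO2, then exposed to library compounds with dopamine controls for 90 minutes at 37 degrees C before luminescent detection.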
IL1B secr inh = inhibitors of inflammasome signaling (IL-1 beta secretion); THP-1 LPS/ATP IL-1B secretion, AlphaLISA, 16 h; hits give low values; activity change, % at 57.5 µM; actives 4.7% (n = 360,000); AID 743279; in the data active means activity change below about -50%; inconclusive means mostly about -30% to -49%; further: on the % scale 0 is the no-effect control and ±100 the full control effect
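THP-1 cells pretreated 1 hr with compounds (up to 57.5 uM final), then stimulated with LPS (250 ng/mL final) plus ATP (1.25 mM final); secreted IL-1B measured by AlphaLISA after 16 hr, decreased signal indicating inhibition.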
GLP1R ag = GLP-1 receptor (human) agonism; P43220; HEK293 GLP-1R CRE-luciferase, luminescence, 4-6 h; cells express a hypersensitive GLP-1R form; Potency, µM (top dose mostly 45.6 µM), inactives show top-dose activation, actives largely listed as activators; actives 0.007% (n = 380,000); AID 624172; further: potency means the concentration at half of the fitted maximal effect; % of control where 0% means no effect
Target sequence (P43220 whole entry, looked up): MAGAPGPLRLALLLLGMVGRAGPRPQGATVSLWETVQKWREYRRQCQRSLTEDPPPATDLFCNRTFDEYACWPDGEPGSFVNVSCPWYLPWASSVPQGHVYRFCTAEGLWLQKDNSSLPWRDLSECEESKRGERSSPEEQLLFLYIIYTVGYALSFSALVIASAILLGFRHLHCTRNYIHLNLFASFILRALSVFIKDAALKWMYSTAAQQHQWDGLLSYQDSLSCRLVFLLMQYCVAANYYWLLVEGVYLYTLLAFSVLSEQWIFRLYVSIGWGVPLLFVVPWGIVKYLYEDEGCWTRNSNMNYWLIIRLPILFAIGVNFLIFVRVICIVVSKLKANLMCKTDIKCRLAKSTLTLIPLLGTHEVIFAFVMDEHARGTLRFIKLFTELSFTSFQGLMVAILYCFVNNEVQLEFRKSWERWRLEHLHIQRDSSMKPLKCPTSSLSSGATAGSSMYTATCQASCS
DRD3 agonist = D3 dopamine receptor (human) agonism. D3R DiscoveRx beta-arrestin cells, luminescence, 90 min. max activation, %. actives 0.58% (n = 410,000); in the data active means max activation above about 30%; further: 0% is about no effect; mostly tested at two doses, the higher about 12 µM
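Cells at 1500/well, incubated overnight, then treated with pinned compounds (dopamine as control) for 90 min at 37 degrees C. DiscoveRx reagent added for 30 - 60 minutes at room temperature; luminescence read.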
KB-V1 MDR tox = KB-V1 MDR subline cytotoxicity; KB-V1 MDR cells viability, CellTiter-Glo, 72 h; Potency, µM (top dose mostly 46.1 µM), for inactives: at the highest dose activity change, negative = cytotoxicity, hits mostly cytotoxic; actives 3.4% (n = 400,000); further: potency means the concentration at half of the fitted maximal effect; on the % scale 0 is the no-effect control and ±100 the full control effect; nearly all actives have a fitted effect of over 60% in size
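In this primary screen, KB-V1 cells overexpressing P-gp are incubated with library compounds (lowest to highest concentration) for 72 h at 37 degrees C before a luminescent ATP viability read.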
SW480 rereplic = DNA re-replication induction in SW480 cells. SW480 DNA re-replication, Hoechst DNA content imaging, 48 h. Potency, µM (titrated, usually from 46.1 µM), inactives show at the top dose re-replication activation, usual class: activators. actives 1.8% (n = 340,000). AID 624297; further: potency means the concentration at half of the fitted maximal effect; % of control where 0% means no effect; nearly all actives have a fitted effect of over 55% in size
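Readout is total intensity of Hoechst-stained nuclei, excited at 405 nm and collected at 500-530 nm. Compound treatment lasted 48 hr at 37 C in 5% CO2 before staining.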
KB-3-1 tox = kills parental KB-3-1 adenocarcinoma cells; actives 1.4% (n = 400,000); Potency, µM (highest dose often 46.1 µM), for the others: top-dose activity change, negative = cytotoxic, actives largely listed as cytotoxic; KB-3-1 viability, CellTiter-Glo ATP luminescence, 72 h; further: potency means the concentration at half of the fitted maximal effect; on the % scale 0 is the no-effect control and ±100 the full control effect; nearly all actives have a fitted effect of over 60% in size
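Luminescent ATP read-out (CellTiter-Glo) measures survival of drug-naive KB-3-1 cells after 72 h compound exposure at 37 °C. Titration series was screened from lowest to highest concentration, with DMSO vehicle plates as background controls.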
An asterisk follows results filed as active; i = inactive; ? = inconclusive; · = not tested or not shown; & = joins results of further samples; ! = not confirmed by another sample; [ ] = another dose, or the depositor's remark. Unless noted, the call rests on the fitted dose curve; in most records, active means well fitted curve in the direction sought with a large enough effect; inconclusive means small, poorly fitted or top-dose-only effect, or another doubt; inactive means no such curve, though single readings can be large; an effect the other way counts as inactive or inconclusive.

SMILES	HT1080-NT tox	HT1080 IDH1KD tx	DRD3 antagonist	IL1B secr inh	GLP1R ag	DRD3 agonist	KB-V1 MDR tox	SW480 rereplic	KB-3-1 tox
CN(C(=O)c1ccc2c(Cl)c3c(nc2c1)CCC3)c1ccccc1F	·	·	·	·	1%	-15	-5%	·	-18%
O=C(O)CC(Cc1ccc(Cl)cc1)C(=O)NCC12CC3CC(CC(C3)C1)C2 (stereo not drawn)	3%	0%	7	15	0%	0	6%	-13%	-4%
O=C(c1ccco1)N1CCN(c2ccc(Cl)cc2)CC1	-1%	-6%	7	-21	7%	0	-21%	-3%	1%
COc1ccc(C)cc1-n1[nH]nnc1=S	7%	11%	2	5	5%	14	29%	-3%	13%
COc1ccc2oc(=N)c(C(=O)Nc3ccccc3Cl)cc2c1	21%	9%	-5	-12	-8%	-4	36%	-6%	0%
O=C(O)c1ccc2c(c1)S(=O)(=O)N=C1CCCCCN12	3%	-6%	-19	-8	-1%	-1	-11%	0%	-3%
CC(=O)c1ccc(C(=O)N2CCCC(CCC(=O)N(C)CCc3ccccn3)C2)s1 (stereo not drawn)	1%	-11%	-3	18	7%	-1	-10%	-16%	31%
Cn1c(=O)c2c(n(Cc3ccccc3)c1=O)NC(=O)C2CC(=O)N1CCc2ccccc2C1 (stereo not drawn)	-4%	-7%	0	5	-1%	0	-2%	-2%[9.22 µM]	1%
COc1cccc(COc2ncnc3sccc23)c1	-1%	-12%	2	5	12%	0	-22%	?	3%
COc1ccccc1OCCNC(=O)C1CC(=O)N(Cc2ccc(C)cc2)C1 (stereo not drawn)	-6%	-9%	-21	-8	1%	-38	-28%	?	4%
CN(CC(=O)Nc1ccccc1Cl)C(=O)COC(=O)Cc1ccc(F)cc1	-1%	16%	6	14	-8%	2	0%	-4%	-9%
O=[N+]([O-])c1cc(Cl)cc2c1nc(NCCO)c1ccccc12	?	?	2	-83*	25%	5	?	?	18µM*
O=C(Cc1cccs1)NCCSc1c(-c2ccc(Cl)cc2)[nH]c2ccccc12	?	?	4	-17	-2%	4	-4%	?	?
CC(=O)c1cccc(NS(=O)(=O)c2ccc3c(c2)N(C(C)=O)CCO3)c1	?	-17%	14	31	-3%	2	-12%	22%	?
CN(C(=O)c1ccc(NC(=O)C2CCN(C(=O)OC(C)(C)C)CC2)cc1)C1CCC1	0%	8%	17	-2	-3%	15	0%	0%	6%
Cc1cc(=O)c(C(=O)OC(C)C(=O)NC(N)=O)nn1-c1ccc(Cl)cc1 (stereo not drawn)	21%	4%	13	19	10%	3	14%	?	2%
CC(C)(C)C(=O)Nc1nc2ccc(S(C)(=O)=O)cc2s1	-9%	-15%	9	-28	1%	-1	9%	0%	2%
CCCOc1ccc(C2C(C(=O)c3ccco3)=C(O)C(=O)N2CCCn2ccnc2)cc1 (stereo not drawn)	16%	-3%	11	-13	-11%	7	?	-7%	-1%
O=C(C(=O)N1CCN(c2ccc([N+](=O)[O-])cc2)CC1)c1cn(CC(=O)N2CCOCC2)c2ccccc12	-6%	-1%	7	i	-11%	0	-2%	-3%	9%
c1ccc(C2CC(c3cccs3)n3nnnc3N2)cc1 (stereo not drawn)	0%	8%	-16	-28	5%	-4	-2%	-3%	6%
O=C1NC(=O)C(=C2CCOC2=O)N1	0%	8%	27	-17	-2%	7	9%	·	18%
COc1ccc(C(=O)n2cnc3ccccc32)cc1	1%	-6%	9	11	1%	3	-7%	-4%	0%
COc1cccc(-c2ccc3c(N)c(C(=O)NC4CC4)sc3n2)c1	-6%	-7%	-4	?	1%	-4	23%	?	0%
C=CCN(CC=C)CCOc1cccc(Oc2ccccc2)c1	-3%	-6%	-50*	38	7%	-1	10%	16%	-5%
CC/C(=N\NC(=O)CNC(=O)/C=C/c1ccco1)c1ccccc1	11%	6%	11	12	1%	-15	-2%	-2%	-3%

One compound at a time, as listed above.
COc1ccc2oc(=N)c(C(=O)Nc3ccccc3Cl)cc2c1 reads HT1080-NT tox = 21%; HT1080 IDH1KD tx = 9%; DRD3 antagonist = -5; IL1B secr inh = -12; GLP1R ag = -8%; DRD3 agonist = -4; KB-V1 MDR tox = 36%; SW480 rereplic = -6%; KB-3-1 tox = 0%
CN(CC(=O)Nc1ccccc1Cl)C(=O)COC(=O)Cc1ccc(F)cc1 reads HT1080-NT tox = -1%; HT1080 IDH1KD tx = 16%; DRD3 antagonist = 6; IL1B secr inh = 14; GLP1R ag = -8%; DRD3 agonist = 2; KB-V1 MDR tox = 0%; SW480 rereplic = -4%; KB-3-1 tox = -9%

Remaining list, next part.
SMILES	HT1080-NT tox	HT1080 IDH1KD tx	DRD3 antagonist	IL1B secr inh	GLP1R ag	DRD3 agonist	KB-V1 MDR tox	SW480 rereplic	KB-3-1 tox
O=C(NCC1CCCO1)C1CCCN(S(=O)(=O)c2cccc3nsnc23)C1 (stereo not drawn)	0%	0%	4	-11	-4%	0	-1%	1%[9.22 µM]	14%
COc1cc(C(=S)N2CCCC2)ccc1OCc1ccc(C)cc1	-1%	-6%	6	14	5%	2	?	-4%	-11%
COc1cccc(-c2nc(CS(=O)(=O)CC(=O)NCCCN3CCN(C)CC3)c(C)o2)c1	-3%	2%	-3	-8	5%	-1&-11	?	-6%	16%&10%
OC[C@@H]1CN(Cc2cccs2)C[C@H](n2cnc3c(NC4CCC4)ncnc32)O1	?	0%	0	-2	12%	-5	2%	·	0%
Cn1c(SCc2nc(-c3ccc(Cl)cc3)no2)nnc1-c1cccs1	-1%	0%	12	?	-1%	-13	-4%	0%	?
Cc1cc(C(=O)NNC(=S)NC(C)c2ccccc2)cs1 (stereo not drawn)	16%	-8%	7	7	-2%	-4	15µM*	-2%	?
O=C(NCc1cccs1)c1ccc2sc([C@@H]3O[C@H](CO)[C@H](O)[C@H](O)[C@H]3O)nc2c1	20%	14%	?	41	-5%	-2	4%	·	0%
O=C(Nc1cccc(C(=O)N2CCOCC2)c1)c1ccccc1	19%	18%	8	17	-6%	-1	4%	-11%	-2%
CS(=O)(=O)Nc1ccc(C2=NN(S(C)(=O)=O)C(c3ccc4c(c3)OCO4)C2)cc1 (stereo not drawn)	-6%	-3%	-14	10	-2%	1	30%	-2%	4%
O=C(CN1C(=O)C2C3CCC(C3)C2C1=O)NCc1ccco1 (stereo not drawn)	15%	7%	-5	-7	-1%	-2	2%	3%	0%
Cc1ccc(F)cc1C(=O)N1CCOCC1c1cc(C(=O)Nc2ccccc2)no1 (stereo not drawn)	2%	3%	53	9	6%	5	1%	·	0%
CC(C)c1ccc(/C=N/NC(=O)c2ccccn2)cc1	?	?	-20	-53*	-1%	1	-16%	17%	0%
CCOC(=O)Cc1csc(CC(N)=O)n1	6%	5%	7	-3	-1%	2	?	0%	4%
O=C(CSc1n[nH]c(=O)n1C1CC1)Nc1ccc(F)c(Cl)c1	-6%	-7%	1	-12	5%	-7	?	-16%	9%
CCN(C(=O)COC(=O)c1nccnc1N)c1cccc2ccccc12	6%	9%	1	11	12%	-5	2%	-6%	3%
Cc1sc(NC(=O)c2sc3nc4c(C)cccc4cc3c2N)c(C#N)c1C	-9%	?	6	3	2%	1	?	?	?
Cn1c(=O)c2c(SCc3cccnc3)nc(C3CC3)nc2n(C)c1=O	-5%	-7%	5	6	12%	1	?	1%	-15%
COc1ccc(-c2noc(C3CCCN(C(=O)CCc4ccccc4)C3)n2)cc1 (stereo not drawn)	-5%	-16%	31	-22	10%	-2	-26%	2%	?
CCC(=O)N1CCc2cc(S(=O)(=O)NCCC(=O)Nc3cc(C)cc(C)c3)ccc21	9%	8%	-16	-15	-1%	-1	2%	-2%	2%
COc1cccc(C(=O)NCc2cn3ccsc3n2)c1	0%	12%	-8	13	2%	-8	-4%	-1%	1%
Cn1c(=O)[nH]c(=O)c2c1nc(CN1CCN(c3cccc(Cl)c3)CC1)n2CCN1CCOCC1	3%	4%	11	-13	1%	-2	?	-8%	?
O=C(CNCCO)Nc1ccc(F)c(Cl)c1	-10%	-18%	3	33	0%	6	5%	-4%	7%
CC(C)NC(=O)NC(=O)CSc1ncc(C(F)(F)F)cc1Cl	4%	-9%	7	-4	14%	-8	-9%	-2%	6%
c1cnc(N2CCN(Cc3ccc4c(c3)OCO4)CC2)nc1	?	12%&1%	?	-7&-7	15%&-6%&0%	56*!	?	?	0%&0%
Cn1c(=O)[nH]c(NC2CCCCC2)c([N+](=O)[O-])c1=O	17%	24%	3	9	3%	1	1%	-3%	1%
(further entries)
SMILES	HT1080-NT tox	HT1080 IDH1KD tx	DRD3 antagonist	IL1B secr inh	GLP1R ag	DRD3 agonist	KB-V1 MDR tox	SW480 rereplic	KB-3-1 tox
CSCc1nnc(NC(=O)c2ccc(S(=O)(=O)N3CCCCC3C)cc2)o1 (stereo not drawn)	-9%	-20%	-20	20	-2%	-16	?	8%	?
CC(=O)Nc1ccc(NC(=O)C(C)OC(=O)c2cccs2)cc1 (stereo not drawn)	4%	0%	-3	10	0%	-3	?	-5%	7%
CCCCOc1ccc(OCCNC(=O)C2CCCN2C(=O)Nc2ccccc2)cc1 (stereo not drawn)	-2%	1%	-4	-6	10%	-13	-7%	2%	-5%
COc1ccccc1-c1ccc(=O)n(CC(=O)NC2CCc3ccccc32)n1 (stereo not drawn)	10%	8%	-28	?	4%	-9	-9%	-8%	13%
CCCSc1nnc(-c2cnn(-c3ccccc3)c2-n2cccc2)n1C	-3%	0%	-13	-8	-3%	0	-12%	-2%	1%
COc1cccc(C2=NOC(C(=O)Nc3cc(OC)c(OC)c(OC)c3)C2)c1 (stereo not drawn)	0%	-29%	12	8	-4%	13	21µM*	-4%	-6%
COCCNS(=O)(=O)c1cccn1-c1ncc(C(F)(F)F)cc1Cl	9%	1%	17	23	-3%	2	6%	-8%	-3%
O=c1c2[nH]c3cccc(Cl)c3c2ncn1Cc1ccco1	-3%	1%	-21	8	5%	-1	15%	·	1%

Screening data: PubChem BioAssay, National Center for Advancing Translational Sciences (NCATS)
